CendR NRP1 mod: alters CendR peptide binding to human NRP-1 | O14786 | FAM-RPARPAR peptide binding to NRP-1, fluorescence polarization | inhibition, % at 25 µM | hit rate 0.85% among 360,000 | AID 602438;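 active = inhibition or corrected inhibition above about 18%, plus a signal ratio from 0.5 to 1.5, limit read from the data, passing the limit was not always enough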; note: strong numbers were not always called active
FAS TE block: blocks the thioesterase domain of human fatty acid synthase; P49327; recombinant FAS-TE, OMFH fluorogenic substrate, fluorescence endpoint; inhibition, % at 15 µM; hit rate 0.67% among 360,000;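 active = compounds whose normalised, plate-corrected inhibition of enzyme fluorescence in the single-dose primary screen is 50% or more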;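 note: 0% = DMSO with enzyme and 100% = substrate without enzyme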
Rin1 Abl inh: human Rin1-Abl interaction inhibition; hit rate 0.4% among 360,000; TR-FRET Rin1/Abl binding, biochemical; inhibition, % at 7.35 µM; P00519+Q13671; in the data active = inhibition above about 5%, passing the limit was not always enough
MT1-MMP act inh: blocks activation of human MT1-MMP; P50281; HT1080 RFP-PRO-GFP cells, GFP/RFP ratio fluorescence, overnight; percent of plate control window, DMSO zero; GFP/RFP ratio change, % at 20 µM; hit rate 0.061% among 360,000; AID 651647;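 active = GFP/RFP ratio change of at least 30% with cell ATP level not reduced by more than half and red fluorescence within 50% of control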; note: strong numbers were not always called active
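Read-out: GFP/RFP fluorescence ratio; Test system: RFP-PRO-GFP reporter HT1080 cells; Compound dosing: single-point 20 µM compound, 1% DMSO; Times: overnight compound exposure at 37 °C.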
eLon inh: inhibits E. coli Lon protease; purified E. coli Lon protease, fluorescence polarization; AID 602123; hit rate 0.42% among 360,000; P0A9M0; inhibition, % at 7.94 µM; in the data active = inhibition above about 13%, passing the limit was not always enough;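 note: 0% = enzyme with probe and DMSO and 100% = no enzyme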
bovine MsrA act: activates bovine MsrA enzyme; AID 602163; hit rate 0.3% among 360,000; purified bovine MsrA, absorbance read-out; activation, % at 10.6 µM; in the data active = activation above about 7.5%;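 note: 0% = vehicle and 100% = reference activator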
Neddyl block: cullin neddylation inhibition | P61081+Q13564 | TR-FRET cullin neddylation, biochemical | calls only at 25 µM | hit rate 0.58% among 360,000 | AID 651699; in the data active = inhibition above about 36%
Target sequence (P61081 whole entry, looked up): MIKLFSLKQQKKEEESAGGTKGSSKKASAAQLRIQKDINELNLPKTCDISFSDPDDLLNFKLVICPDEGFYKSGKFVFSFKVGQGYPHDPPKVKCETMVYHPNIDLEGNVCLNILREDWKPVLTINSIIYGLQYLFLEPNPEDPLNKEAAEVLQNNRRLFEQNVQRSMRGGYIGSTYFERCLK
Target sequence (Q13564 whole entry, looked up): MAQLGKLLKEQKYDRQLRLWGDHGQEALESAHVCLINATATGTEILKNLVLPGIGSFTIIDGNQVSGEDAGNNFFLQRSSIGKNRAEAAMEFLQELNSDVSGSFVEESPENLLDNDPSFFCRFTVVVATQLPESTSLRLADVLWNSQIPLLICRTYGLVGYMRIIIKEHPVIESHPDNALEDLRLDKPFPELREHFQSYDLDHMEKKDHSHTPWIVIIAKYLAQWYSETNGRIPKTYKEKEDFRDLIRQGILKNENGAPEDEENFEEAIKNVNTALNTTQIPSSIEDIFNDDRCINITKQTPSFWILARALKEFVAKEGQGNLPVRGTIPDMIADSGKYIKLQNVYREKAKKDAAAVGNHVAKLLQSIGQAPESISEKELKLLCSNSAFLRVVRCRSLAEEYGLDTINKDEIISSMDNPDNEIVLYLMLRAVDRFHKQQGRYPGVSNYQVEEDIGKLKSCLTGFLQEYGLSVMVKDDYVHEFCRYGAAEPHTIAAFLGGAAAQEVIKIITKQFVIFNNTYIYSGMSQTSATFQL
MsrA inhibitor: inhibitors of bovine MsrA; inhibition, % at 15.5 µM; purified bovine MsrA, absorbance read-out; AID 651718; hit rate 0.75% among 360,000; in the data active = inhibition above about 4.5%;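 note: 0% = vehicle wells with enzyme and 100% = reference inhibitor wells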
SKN-1 inh: inhibitors of C. elegans SKN-1; inhibition, % at 21.8 µM; C. elegans VP596 Pgst-4::GFP/RFP ratio, acrylamide-induced, 24 h; AID 624304; hit rate 0.49% among 360,000;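 active = interference check ratio from 0.5 to 1.5 plus GFP to RFP signal ratio inhibition reaching or exceeding a fixed threshold, cut at about 30% in these data, passing the limit was not always enough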; note: some compounds called inactive have numbers as strong as hits
An asterisk follows results filed as active; i = inactive; nt = not tested or not shown. No enrichment for hits (roughly 4.2% active in at least one column).

SMILES	CendR NRP1 mod	FAS TE block	Rin1 Abl inh	MT1-MMP act inh	eLon inh	bovine MsrA act	Neddyl block	MsrA inhibitor	SKN-1 inh
CCOC(=O)Cc1csc(NC(=O)c2c(O)c3c(n(CC(C)C)c2=O)CCCC3)n1	13	23	0	5	-4	-3	i	1.8	2
CNC(=S)NNC(=O)c1cccc(N(C)C)c1	11	-10	-1	4	-2	-7	i	-0.4	-10
Cc1ccc2nc(CSc3nnc(Nc4ccccc4C)s3)cc(=O)n2c1	-11	-5	-3	-1	-6	-1	i	2.8	1
O=C(/C=C/c1ccccc1)C1C(=O)c2ccccc2C1=O	-10	-4	-2	-8	-6	-2	i	0.3	-9
CC(=O)Nc1cc(-c2ccoc2)cn2c(-c3ccccc3)cnc12	-48	1	0	-5	-40	-1	i	1.0	3
O=c1[nH]c(/C(Cl)=C/c2cccc(C(F)(F)F)c2)nc2cc(Cl)ccc12	-9	-10	-1	-5	4	-1	i	0.8	11
COC(=O)c1cn(NC(=O)COc2ccc(Cl)cc2)c(=O)c2ccccc12	1	7	3	-3	-3	-9	i	-0.4	1
Cc1ccc(CN2CCN(CC(=O)N/N=C/c3c[nH]c4ccccc34)CC2)cc1	-11	-4	-2	0	-6	-3	i	1.4	8
CCC1(C)Cc2ccccc2-c2c1c(=O)n(Cc1ccccc1)c1nnnn21 (configuration not stated)	5	21	-3	2	-14	0	nt	0.7	-2
O=Cc1ccccc1Oc1nc(N2CCOCC2)nc(N2CCOCC2)n1	-14	0	3	-2	5	-11	i	0.6	-2

Taken from above:
CCOC(=O)Cc1csc(NC(=O)c2c(O)c3c(n(CC(C)C)c2=O)CCCC3)n1 | SKN-1 inh: 2
Cc1ccc(CN2CCN(CC(=O)N/N=C/c3c[nH]c4ccccc34)CC2)cc1 | eLon inh: -6

Following part:
SMILES	CendR NRP1 mod	FAS TE block	Rin1 Abl inh	MT1-MMP act inh	eLon inh	bovine MsrA act	Neddyl block	MsrA inhibitor	SKN-1 inh
Nc1nc(CSC(=S)N2CCN(c3ccccc3)CC2)nc(Nc2ccccc2)n1	2	24	-2	-5	-3	-5	i	0.1	4
COC(=O)C1=C(C)N(C)C(=S)NC1c1c(OC)ccc2ccccc12 (configuration not stated)	2	-2	0	0	5	-3	i	2.1	-19
CC(=O)Nc1ccc(S(=O)(=O)N2CCC(C(=O)N[C@@H](Cc3ccccc3)C(=O)O)CC2)cc1	0	-4	2	-7	2	-4	i	-0.4	5
O=C(CN(c1ccc(Cl)cc1)S(=O)(=O)c1ccc(Cl)c([N+](=O)[O-])c1)NCCc1ccc(F)cc1	2	5	1	-6	6	-2	i	0.9	0
Cn1c(/C(C#N)=C(\O)COc2ccc3ccccc3c2)nc2ccccc21	6	1	-3	-4	-9	0	i	-1.2	10
COc1ccc(C2C(C#N)=C(N)N(N(C)C)C3=C2C(=O)CCC3)cc1 (configuration not stated)	-8	-3	2	-2	-4	-4	i	0.9	-1
O=C(OCc1ccccc1)C1=NNC2C(=O)N(c3ccccc3)C(=O)C12 (configuration not stated)	-16	-9	-1	4	0	-3	i	0.3	5
COc1ccc(Cl)cc1NC(=S)N(CCCN1CCOCC1)Cc1cn(C)c2ccccc12	-3	27	-4	-2	3	-4	i	0.8	4
Cc1cccc(C(O)c2ncc(-c3ccccc3)[nH]2)c1C (configuration not stated)	0	-6	-2	0	-19	-4	i	-1.3	-13
CC(NC(=O)c1ccncc1)C(C)(C)C (configuration not stated)	-12	-6	2	-6	3	-4	i	0.9	-28
O=C(O)/C=C\C(=O)Nc1cc(O)ccc1[N+](=O)[O-]	4	-3	-1	8	1	-3	i	1.9	-2
Cc1ccc(C2=NN(Cc3nnc(-c4ccccc4)o3)C(=O)SC2)cc1	15	25	0	1	-8	-2	i	0.2	0
COC(=O)C(C(=O)OC)=C(/C=C/C=C/N(C)C)N(C)C	-8	-9	-1	-7	14	-3	i	0.0	15
CN1CCN(C(=O)C2Cc3c(-c4cccc(F)c4)ccnc3O2)CC1 (configuration not stated)	-7	-6	1	3	-11	-1	i	-0.1	8
CCc1ccccc1NC(=O)CSc1nc2cc(C(=O)NCC3CCCO3)ccc2c(=O)n1CC1CCCO1 (configuration not stated)	1	-3	0	2	-2	-1	i	0.5	8
Cc1cc(C)n(C(=O)c2ccc(NC(=O)CC(C)C)cc2)n1	-5	-5	3	0	-7	-1	i	0.3	9
CCOc1ccc(-c2noc(-c3csc([C@@H]4O[C@H](CO)[C@H](O)[C@H](O)[C@H]4O)n3)n2)cc1	5	-6	1	5	1	-4	i	0.0	5
CCOc1ccc(OCC)c(NC(=O)C2CCN(S(=O)(=O)c3ccc4c(c3)CC(C)N4C(C)=O)CC2)c1 (configuration not stated)	8	16	0	-1	-2	-9	i	1.8	-7
CN(C)CCCN(C(=O)c1ccc(C(=O)c2ccccc2)cc1)c1nc2cc3c(cc2s1)OCO3	-10	18	0	-12	5	-7	i	-1.0	-26
Fc1ccccc1COc1ccc(-c2nnn(Cc3ccccc3F)n2)cc1	-1	27	3	0	-9	3	i	-0.6	10
CCOC(=O)CSc1nc2c(c(=O)n(C)c(=O)n2C)n1CCCc1ccccc1	1	6	-5	5	3	0	i	0.2	0
COc1cc(C2c3c(c(C)c(C)oc3=O)Oc3c(C)c(C)oc(=O)c32)ccc1OS(=O)(=O)c1ccc(C)cc1	-4	84*	0	-5	-7	-6	i	-0.6	3
CCOc1ccc(S(=O)(=O)NCc2ccc3c(c2)OCO3)cc1C	0	6	2	-5	-2	-1	i	0.6	13
Cc1nn(-c2ccccc2)c(Cl)c1C1C(C#N)=C(N)Oc2c1c(C)nn2-c1ccccc1 (configuration not stated)	-1	-1	1	1	-4	-5	i	1.3	-2
CC(=O)c1cccc(NC(=O)C2C3CCC(C3)C2C(=O)O)c1 (configuration not stated)	12	-3	-4	1	5	-2	i	1.3	-1
CC(NS(=O)(=O)c1ccc(OCC(=O)N2CCCC2)cc1)c1ccccc1 (configuration not stated)	15	-2	1	0	-6	-2	i	0.7	-3
COc1ccc(-n2ccnc2SCC(=O)NO)cc1	7	-8	0	-1	-4	-2	i	-0.7	-5
COc1cc(OC)cc(C(=O)N[C@H](C(=O)OCC(=O)Nc2cccnc2Cl)C(C)C)c1	-3	-6	-1	5	8	-3	i	-0.7	0
CCOc1cc(S(=O)(=O)NC2CC2)c(OCC)cc1-n1cnnn1	3	-3	0	2	4	-2	nt	25*	0
Cc1nc2sc(C(=O)c3ccccc3)c(N)c2c(C)c1C	7	10	1	2	2	-1	i	0.8	-7
Cc1ccc(S(=O)(=O)NCC(=O)N(CC(=O)NCc2ccco2)Cc2ccc(F)cc2)cc1	-5	0	2	2	-22	-3	i	-0.4	11
C=C1C[C@H](O)[C@@H]2[C@H](OC(=O)[C@H]2C)[C@H]2[C@H](C)[C@@H](O)C[C@@H]12	9	-9	4	1	4	0	i	-0.9	-3
COc1ccc(C(=O)NC2CCN(S(=O)(=O)c3ccc(C)cc3)CC2)cc1	-5	-3	-1	1	-2	-1	i	-0.9	4
Cc1cc(SCc2ccc(Cl)cc2Cl)nc(=O)[nH]1	-35	10	2	-7	-18	-7	i	-0.4	8
CSc1ccccc1C(=O)NC1CCCc2ccccc21 (configuration not stated)	10	4	0	0	4	-12	i	0.0	-25
COc1cccc(C(=O)Nc2ccc(C(=O)c3ccccc3)cc2)c1	-2	23	1	1	5	-1	i	2.4	27
COc1ccc(C(=O)N/N=C(\C)CC(=O)Nc2ccc3c(c2)OCCO3)c(OC)c1	-2	5	4	-2	-4	-3	i	-1.1	-2
CC(=O)OC(C)CS(=O)(=O)c1ccccc1 (configuration not stated)	-1	-4	-4	nt	1	-13	i	-1.1	-10
CCc1cc(C(=O)N2CCCC(C(=O)c3cccc4ccccc34)C2)n(C)n1 (configuration not stated)	0	0	0	-4	5	-3	i	1.6	1
COc1ccccc1Nc1nc(N)nc(CSC(=S)N2CC(C)CC(C)C2)n1 (configuration not stated)	-7	16	0	0	-10	-5	i	0.3	6

Overlap with the part before: two compounds, followed by the next part.
SMILES	CendR NRP1 mod	FAS TE block	Rin1 Abl inh	MT1-MMP act inh	eLon inh	bovine MsrA act	Neddyl block	MsrA inhibitor	SKN-1 inh
CCc1cc(C(=O)N2CCCC(C(=O)c3cccc4ccccc34)C2)n(C)n1 (configuration not stated)	0	0	0	-4	5	-3	i	1.6	1
COc1ccccc1Nc1nc(N)nc(CSC(=S)N2CC(C)CC(C)C2)n1 (configuration not stated)	-7	16	0	0	-10	-5	i	0.3	6
COc1ccc(S(=O)(=O)N2CCCN(CC(=O)Nc3ccccc3F)CC2)cc1	-5	2	3	-2	12	-5	i	-1.1	-2
CN1c2ccccc2C(C)(C)C12C=Nc1c(cc(N3CCOCC3)c3ccccc13)O2 (configuration not stated)	-4	17	3	-3	-1	-3	nt	0.3	14
c1ccc(CN2CCN(C(c3ccccc3)c3nnnn3Cc3ccccc3)CC2)cc1 (configuration not stated)	8	7	-1	-13	1	-5	i	-0.7	-2
C=CCSc1nc2sc(-c3ccccc3)cc2c(=O)n1N	10	-2	-2	-2	-5	0	i	-0.8	1
CC(C)N1CC(COc2ccc(Br)cc2)OC1=O (configuration not stated)	9	-3	4	-2	-7	-3	i	1.1	-3
C#CCCOC(=O)N1C2=NC(C(=O)OC)=C(C(=O)OC)[C@@H]3Nc4ccccc4[C@]23C[C@H]1C(=O)OC	7	-8	4	0	-4	-9	i	-1.1	-17
COc1ccc(N2C(=O)CC2(C#N)c2ccc(OCc3ccccc3)cc2)cc1 (configuration not stated)	2	-13	-1	3	-26	0	i	0.1	6
COc1ccc(N2CCN(C(=O)COC(=O)COc3ccc(C#N)cc3)CC2)cc1	9	-8	-3	1	8	0	i	0.0	-7
COc1ccc(-c2[nH]ncc2CN2CCC(c3ccncc3)CC2)cc1F	-20	-6	-4	1	-12	2	i	0.2	-8
O=C(O)c1oc2ccccc2c1CSc1ccc(Cl)cc1	-3	-1	2	0	-5	-2	i	-0.5	4

Structures shown so far that contain a thiophene ring, fused or not:
SMILES	CendR NRP1 mod	FAS TE block	Rin1 Abl inh	MT1-MMP act inh	eLon inh	bovine MsrA act	Neddyl block	MsrA inhibitor	SKN-1 inh
Cc1nc2sc(C(=O)c3ccccc3)c(N)c2c(C)c1C	7	10	1	2	2	-1	i	0.8	-7
C=CCSc1nc2sc(-c3ccccc3)cc2c(=O)n1N	10	-2	-2	-2	-5	0	i	-0.8	1

Further entries:
SMILES	CendR NRP1 mod	FAS TE block	Rin1 Abl inh	MT1-MMP act inh	eLon inh	bovine MsrA act	Neddyl block	MsrA inhibitor	SKN-1 inh
Cc1cccc(NC(=O)CN(CC2CCCO2)C(=O)c2cc(S(=O)(=O)N(C)C)ccc2F)c1C (configuration not stated)	14	-4	1	-1	-3	-3	i	-0.6	9
Cn1c(NNC(=O)c2ccccc2F)cc(=O)n(C)c1=O	13	-1	-2	3	5	-4	i	-0.9	10
CCOC(=O)CCC(=O)Nc1ccc(S(=O)(=O)N2CCCCC2)cc1	2	-4	5	-6	-2	0	i	0.3	14
COc1ccc(N2C(=O)C(CC(=O)Nc3ccccc3)N(Cc3ccc4c(c3)OCO4)C2=O)cc1 (configuration not stated)	-4	2	-1	5	0	-4	i	nt	5
C[C@@H]1Cc2[nH][nH]c(=O)c2[C@H](C)O1	4	-4	nt	5	-3	-1	i	-0.8	1
O=C1NC[C@@H](CCCCN2CCN(Cc3ccccc3)C(=O)C2=O)N(Cc2ccccc2)C1=O	-10	-8	nt	2	0	-1	i	-1.4	1
CC(=O)c1cccc(S(=O)(=O)N2CCC(C(=O)O)CC2)c1	-14	-9	-2	-2	3	-10	i	-0.6	3
CC(=O)Nc1ccc(CCc2nc3ccccc3[nH]2)cc1	-4	-6	-3	4	-5	-8	i	-0.6	-6
C(=C\c1ccccc1)/CN1CCN(C(c2nnnn2C2CCCC2)C2CC2)CC1 (configuration not stated)	17	-1	-2	2	7	-2	i	-0.2	18
O=C(c1cccc(NS(=O)(=O)c2cccc(F)c2)c1)N1CCN(c2ccccc2)CC1	-4	3	0	4	-4	-2	i	-0.4	3
CCOC(=O)c1ccc(-c2c(-c3ccc4c(c3)OCO4)noc2C)cc1F	-14	24	3	-6	0	-1	i	0.5	-8
O=C(CCc1ccco1)CCc1ccco1	2	4	-3	-2	2	-4	i	0.3	16
